ADAM10 inh = inhibits human ADAM10 | 370,000 compounds, 0.62% hits | recombinant ADAM10, EDANS/DABCYL FRET peptide cleavage, 3 h | O14672 | inhibition, % at 7 µM;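 active means inhibition above a per-campaign cutoff equal to the mean of compounds falling between control-based bounds plus 3 SD, cut at about 20% in these data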;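 further: 0% = DMSO wells while the 100% control is not disclosed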
GAA850 FXN act = increases GAA850 frataxin promoter reporter activity; HEK293 lucGAA850 FXN promoter luciferase reporter, 24 h; percent of 10 µM SAHA response; AID 540364; activation, % at 6 µM; 360,000 compounds, 0.56% hits;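 active means activation above the average of all compounds screened plus 3 SD, cutoff fixed separately per campaign, cut at about 7.5% in these data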;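 further: 0% = DMSO wells and 100% = 10 µM SAHA wells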
hgDAF-12 ag = activates the H. glycines DAF-12 receptor ligand-binding domain. HEK293 GAL4-hgDAF12 UAS-luciferase reporter, agonist luminescence; normalized to butyrate control. activation, % at 6.8 µM. 370,000 compounds, 1.8% hits. AID 687014;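 active means activation above a cutoff set at the mean of all screened compounds plus 3 SD, cut at about 10% in these data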;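 further: 0% = DMSO wells and 100% = sodium butyrate wells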
ssDAF-12 act = activates DAF-12 receptor from parasite S. stercoralis; HEK293 ssDAF-12/GRIP1 lit1-tk-luc reporter, luminescence; % of 3 µM dafachronic acid response; activation, % at 6.8 µM; 370,000 compounds, 1% hits; AID 652126;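 active means activation above the mean over all tested compounds plus 3 SD, cut at about 0.9% in these data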;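 further: 0% = DMSO-only wells and 100% = 3 µM delta7-dafachronic acid wells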
NPR1 activator = GC-A (human) enzyme activation | HEK293 GC-A cells, cGMP TR-FRET, EC30 ANP; 0% at EC30 ANP, 100% saturating ANP | activation, % at 10 µM | 370,000 compounds, 0.14% hits; in the data active means activation above about 40%
DAX1 inh-1 = NR0B1 (DAX1) inhibition | HEK293 Gal4-DAX1 luciferase reporter, luminescence | AID 504766 | inhibition, % at 6.75 µM | 340,000 compounds, 0.99% hits;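 active means inhibition above the mean over all tested compounds plus 3 SD, cut at about 4.2% in these data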;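 further: 0% = DAX1-transfected cells with DMSO and 100% = empty-vector control cells with DMSO; inhibition shows as a rise in luminescence from relieved DAX1 repression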
NPR2 activator = GC-B (human) receptor activation | 370,000 compounds, 0.11% hits | activation, % at 10 µM | P20594 | HEK293-GC-B cells, CNP EC30, cGMP TR-FRET; 0% at EC30 CNP, 100% saturating CNP | AID 1920062;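 active means activation at 10 µM reaching about 35% in either raw or pattern-adjusted values, limit read from the data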
Target sequence (P20594 whole entry, looked up): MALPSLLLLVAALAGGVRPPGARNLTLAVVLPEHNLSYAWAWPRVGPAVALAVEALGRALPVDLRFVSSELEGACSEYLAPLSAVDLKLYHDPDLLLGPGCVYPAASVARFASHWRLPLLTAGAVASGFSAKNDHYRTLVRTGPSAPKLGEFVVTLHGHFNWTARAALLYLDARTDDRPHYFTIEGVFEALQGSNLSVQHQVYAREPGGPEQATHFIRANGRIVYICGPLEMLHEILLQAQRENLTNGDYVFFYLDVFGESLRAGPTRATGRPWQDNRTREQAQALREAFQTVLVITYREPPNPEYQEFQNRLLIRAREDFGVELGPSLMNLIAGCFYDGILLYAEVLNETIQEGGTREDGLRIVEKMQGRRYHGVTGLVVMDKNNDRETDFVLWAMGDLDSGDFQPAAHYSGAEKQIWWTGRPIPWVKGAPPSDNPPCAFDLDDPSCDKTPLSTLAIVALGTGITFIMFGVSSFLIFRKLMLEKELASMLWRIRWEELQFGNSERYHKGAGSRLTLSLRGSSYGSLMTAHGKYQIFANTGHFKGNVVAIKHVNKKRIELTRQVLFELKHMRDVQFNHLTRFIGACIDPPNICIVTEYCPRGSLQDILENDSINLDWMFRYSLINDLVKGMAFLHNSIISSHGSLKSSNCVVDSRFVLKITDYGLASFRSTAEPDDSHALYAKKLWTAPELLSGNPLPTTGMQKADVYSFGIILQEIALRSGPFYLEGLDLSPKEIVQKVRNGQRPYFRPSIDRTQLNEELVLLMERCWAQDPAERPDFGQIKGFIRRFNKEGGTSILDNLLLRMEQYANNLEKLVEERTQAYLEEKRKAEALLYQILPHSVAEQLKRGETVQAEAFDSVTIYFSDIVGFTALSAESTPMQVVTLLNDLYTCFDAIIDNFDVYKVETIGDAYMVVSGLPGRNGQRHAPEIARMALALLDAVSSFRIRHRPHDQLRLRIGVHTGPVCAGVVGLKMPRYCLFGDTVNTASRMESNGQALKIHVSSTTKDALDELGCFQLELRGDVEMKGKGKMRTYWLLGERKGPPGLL
HGIII-sPLA2 inh = Inhibits HGIII-sPLA2 liposome hydrolysis, primary screen | 370,000 compounds, 0.56% hits | inhibition, % at 12.2 µM | QFRET BODIPY PC-A2 liposome hydrolysis, fluorescence;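 active means inhibition above mean plus 3 SD of compounds lying within the high and low control bounds, cut at about 19% in these data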;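 further: 0% = median of test compound wells and 100% = no enzyme DMSO wells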
DAX1 inh-2 = inhibitors of DAX1 repression of SF-1 activated StAR promoter. 370,000 compounds, 1.1% hits. HEK293T StAR-luciferase reporter, SF-1/DAX-1 repression relief. AID 652010. inhibition, % at 6.8 µM;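 active means inhibition above the mean over all tested compounds plus 3 SD, cut at about 3.6% in these data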;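 further: 0% = DAX-1 cells with DMSO and 100% = cells lacking DAX-1 with DMSO; higher inhibition means more luminescence from relief of DAX-1 repression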
hcDAF-12 act = activates DAF-12 receptor from parasite H. contortus; 370,000 compounds, 1.4% hits; AID 652067; HEK293 hcDAF-12 lit1-tk-luc reporter, luminescence; 0% DMSO, 100% Δ7-dafachronic acid; activation, % at 6.8 µM;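 active means activation above the mean of all tested compounds plus 3 SD, cut at about 5.5% in these data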;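 further: 100% = response to 3 µM Δ7-dafachronic acid high control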
SMARCA2 activ = SMARCA2 function activation, primary screen | MG213 cells, MMTV-luciferase reporter, dexamethasone, overnight | activation, % at 9.1 µM | 370,000 compounds, 1% hits | AID 652017; in the data active means activation above about 7.8%;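 further: 0% = vehicle wells and 100% = reference activator wells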
* marks the source's active call; other numbers are inactive results; . = no result given.

SMILES	ADAM10 inh	GAA850 FXN act	hgDAF-12 ag	ssDAF-12 act	NPR1 activator	DAX1 inh-1	NPR2 activator	HGIII-sPLA2 inh	DAX1 inh-2	hcDAF-12 act	SMARCA2 activ
Cc1ccc(-n2cc[nH]c2=S)cc1C	2	0.9	2.1	-1.4	-2	0.5	3	-2	-0.6	2.2	1
C/C=C\C=C\C(=O)Nc1cccc(C2=NOC3(C2)C[C@@H](C(N)=O)N(C(=O)C(c2ccccc2)c2ccccc2)C3)c1 (some centres not stated)	6	-0.2	-1.0	-1.1	2	1.4	-1	-21	-0.3	-1.2	0
N#Cc1cccc(NC(=O)COC(=O)c2ccccc2Sc2ccccc2C#N)c1	11	1.7	-0.6	-1.3	0	-0.7	3	-7	-0.4	-2.4	-4
N#Cc1ccc(Cl)cc1NC(=O)COC(=O)c1ccc2c(c1)OCCO2	0	-1.1	1.8	0.7	-1	-0.2	0	3	-0.2	4.1	-1
COCCOc1cc(N(CC(=O)N(C)C)S(=O)(=O)c2ccccc2)c(Cl)cc1Cl	7	-1.9	0.3	-1.8	1	0.5	-3	-5	0.1	-0.7	-1
Cc1nc2ccc(NC(=S)N3CCCC3)cc2nc1C	-101	2.2	4.1	-1.0	5	0.1	5	3	-0.4	-0.1	-1
O=C(COC(=O)c1cc(S(=O)(=O)N2CCOCC2)ccc1F)NCc1ccco1	-7	0.9	2.1	-1.3	6	2.2	3	-1	2.7	1.2	-2
CN(C)C(=O)COc1ncnc2sc(-c3ccccc3)cc12	-7	4.5	4.0	-0.3	-7	0.8	-4	0	0.2	2.3	3
Cc1ccc(/C=C/C(=O)Nc2nnc(SCc3ccc(C#N)cc3)s2)o1	-13	0.2	4.2	-0.7	4	-0.9	2	-6	-0.4	3.2	1
Cc1ccc2c(CC(=O)N(C)c3c(N)n(Cc4ccccc4)c(=O)[nH]c3=O)coc2c1	-4	-4.5	-1.7	-0.9	-1	-0.7	4	-4	-0.4	-1.4	-2
CCOC(=O)CCCCC(=O)NC(CO)C(=O)NC (configuration not stated)	-3	-2.9	-0.6	-1.5	0	-0.3	6	3	-0.7	-2.6	-2
NNC(=O)c1cccc(O)c1	4	0.8	8.7	-0.7	6	2.2	0	-18	0.8	5.0	8
C=CCOc1ccc2c(c1)CCC1C2CCC2(C)C(O)C(O)CC12 (configuration not stated)	-8	0.9	6.7	-0.6	22	-0.2	1	4	0.2	1.6	-1
CCCSc1nc2c3c(sc2c(=O)[nH]1)CC(C)(CC)OC3 (configuration not stated)	-3	3.0	-2.5	-0.9	4	0.2	2	-5	0.2	-1.4	1
COc1ccc(CCNC(=O)c2ccc(Cl)c(S(=O)(=O)N3CCCCCC3)c2)cc1	1	-3.6	-6.2	-1.2	-2	-2.9	-6	-17	-5.3	-3.6	-4
CCN(CC)CCOCCOC(=O)C(CC)(CC)c1ccccc1	-1	1.0	1.2	-0.4	-2	.	-1	-3	-0.3	-1.4	0
O=C(CS(=O)(=O)Cc1ccccc1)NCc1ccco1	-2	2.8	-2.7	-1.2	1	-1.9	5	1	-0.1	-1.4	-1
C=CCN1C(=Nc2ccccc2)SC/C1=C\C(=O)OC	2	2.6	0.2	-1.7	7	-0.6	0	0	-0.5	-0.3	0
O=Cc1cccn1-c1ccccc1	-9	-0.8	-0.1	-1.5	4	3.1	1	7	-0.3	1.2	-2
CCn1cc(CN2CCC(Oc3ccc(C(=O)N4CCCCC4)cc3)CC2)cn1	8	2.4	0.9	-0.7	-1	-0.1	-3	2	-1.1	1.4	0
O=C(COC(=O)c1cccc(S(=O)(=O)N2CCOCC2)c1)NCCc1ccccc1	-13	0.2	-0.1	-1.3	1	-0.2	0	7	-1.7	1.4	-1
O=C(CSc1nnnn1-c1cccc2c1CCCC2)N1CCOCC1	-9	1.6	-1.9	-1.1	-1	-1.0	0	-5	-0.6	-3.1	-1
O=C(COC(=O)CCSc1ccccc1)NCc1ccc(F)cc1	2	0.7	0.6	0.0	3	0.5	-2	-5	0.3	-0.2	2
O=S(=O)(c1ccccc1)c1nc(-c2ccco2)oc1Nc1ccccc1	-5	4.1	0.3	-1.3	20	-0.3	19	5	-0.3	-2.7	-1
Cc1ccc(-c2cc(C(=O)Nc3c(C)n(C)n(-c4ccccc4)c3=O)no2)cc1	5	1.5	-2.7	-1.6	2	0.1	-7	4	-0.7	-1.1	0

Next section
SMILES	ADAM10 inh	GAA850 FXN act	hgDAF-12 ag	ssDAF-12 act	NPR1 activator	DAX1 inh-1	NPR2 activator	HGIII-sPLA2 inh	DAX1 inh-2	hcDAF-12 act	SMARCA2 activ
Nc1c(N=O)c(=O)[nH]c(=O)n1-c1ccccc1	0	-1.6	0.7	-1.0	7	-0.1	5	-2	0.3	0.1	-3
Cc1cc(C)cc(NC(=O)N(CCC#N)Cc2cccs2)c1	0	-0.7	-2.2	-2.0	-13	1.7	-14	-8	0.0	0.2	-4
COc1ccc(-n2c(C)cc(-c3csc(NC(=O)c4ccc(S(=O)(=O)N(C)C)cc4)n3)c2C)cc1	0	1.8	-3.1	-0.7	-2	-1.0	5	-11	0.5	-1.6	-2
O=C(CN(c1cccc(Br)c1)S(=O)(=O)c1ccccc1)N/N=C/c1cc([N+](=O)[O-])ccc1O	27*	-3.5	-6.2	-2.1	-5	.	-1	-23	-0.8	-1.2	-3
NC(N)=Nc1ccc(N=C(N)N)cc1	1	-0.6	-0.6	-0.7	6	-0.7	5	0	0.2	1.5	-2
CCn1cc(C(=O)N[C@@H](C)C(=O)NCCCn2ccnc2)c(=O)c2cc3c(cc21)OCO3	-39	-1.0	-0.9	-1.2	1	-0.1	2	3	0.1	-0.7	5
COc1ccc(OC)c(NC(=O)CCNC(=O)c2ccco2)c1	-2	-0.4	-2.4	-0.3	1	-0.3	7	3	0.0	-1.5	0
COc1cccc(C(=O)CC(=O)C(=O)Nc2cc(Cl)c(OC)cc2OC)c1	0	3.5	-0.1	-1.5	-4	0.0	-1	-4	0.6	-2.8	0
COc1ccc(-c2oc(=O)c3cc(OC)c(OC)cc3c2C#CC2(O)CCCCC2)cc1	-11	-1.2	-0.4	-0.5	1	-1.0	-1	-2	0.0	0.0	0
CCCCNC(=O)C[C@@H]1C[C@@]2(C(=O)OCC)CCC=C2N(Cc2ccccc2)C1=O	-9	.	0.6	-0.8	-3	.	0	-6	0.0	-2.0	-2
CC1CCc2c(sc3nc(CN4CCN(S(=O)(=O)c5ccccc5[N+](=O)[O-])CC4)[nH]c(=O)c23)C1 (configuration not stated)	-4	0.1	-0.8	-1.2	-4	1.6	-7	2	0.4	-1.5	-2
Cc1ccc(NC(=O)C2CCN(C(=O)NCc3ccccc3)CC2)cc1C	4	1.7	-1.0	-0.4	0	0.1	2	0	0.2	1.6	-4
CCOc1ccc(S(=O)(=O)N2CCC(C(=O)NCCc3ccccc3)CC2)cc1	1	1.7	-0.5	-0.8	-4	1.5	-1	-2	-0.2	-0.4	-2
O=[N+]([O-])c1c(O)c(Cl)cc(Cl)c1Cl (tested in a mixture with another compound)	5	2.1	-2.1	-0.6	7	1.1	1	-11	-0.2	0.5	2
CN(C)S(=O)(=O)N1CCN(C(=O)c2cccc(Br)c2)CC1	3	1.3	0.9	-0.1	2	1.1	1	-3	0.8	-2.2	2
COc1ccc(-n2c(C)nc3c(cnn3-c3ccc(Cl)cc3)c2=O)cc1	-1	-2.2	-1.9	-1.5	10	-1.5	-2	-2	-1.1	-3.1	0
COc1ccc(N2CC(C(=O)N/N=C/c3cccs3)CC2=O)cc1 (configuration not stated)	-3	0.0	-1.1	-0.4	-1	0.1	6	-7	1.0	-0.5	1
CC(C)OCC1CC(CC(=O)NC(=S)Nc2cccc([N+](=O)[O-])c2)C(=O)O1 (configuration not stated)	5	-0.7	0.8	-0.2	0	-1.1	-3	0	0.6	3.8	-3
C=CCOc1ccccc1CN1CCCN(C)CC1	-3	3.1	-0.6	-1.6	3	0.7	3	0	0.3	-0.6	-2
O=C(Nc1ccccc1C(F)(F)F)c1cc(-c2ccc(O)cc2)on1	13	0.8	6.2	-1.1	-8	0.2	-6	-26	0.1	-0.5	1
COc1ccccc1Nc1nc(N)nc(CN2CCN(Cc3ccccc3)CC2)n1	-3	0.4	-1.2	-1.0	3	2.3	-2	4	0.2	0.1	0
CCn1cc(C(=O)N(CCC(C)C)c2c(N)n(Cc3ccccc3)c(=O)[nH]c2=O)c(=O)c2ccc(C)nc21	-3	2.0	1.9	-0.9	3	1.5	1	0	-0.1	-0.8	-2
O=c1[nH]c(/C=C/c2ccccc2Cl)c([N+](=O)[O-])c(=O)[nH]1	-2	0.9	-0.5	-1.1	1	-0.8	4	0	0.1	0.5	1
O=C(NCc1ccccc1)C(=O)NCC1COc2ccccc2O1 (configuration not stated)	0	-2.3	-0.3	-0.7	2	1.3	0	4	-0.3	0.9	2
Cc1ccc(S(=O)(=O)N2CCN(CC(=O)Nc3ccc(N4CCOCC4)cc3)CC2)cc1C	-1	-0.2	-4.2	-1.2	1	0.8	-1	-7	1.0	-1.6	0

Other structures follow.
SMILES	ADAM10 inh	GAA850 FXN act	hgDAF-12 ag	ssDAF-12 act	NPR1 activator	DAX1 inh-1	NPR2 activator	HGIII-sPLA2 inh	DAX1 inh-2	hcDAF-12 act	SMARCA2 activ
COc1ccc(N2C(=O)C3CCCN3C2=S)cc1 (configuration not stated)	0	-0.1	-2.4	-1.4	3	0.6	3	-35	0.3	-0.9	-2
COc1ccc(C2(c3ccc(OC)cc3)NC(=O)N(CC(=O)Nc3cc(C)on3)C2=O)cc1	13	1.6	-0.4	-1.6	-4	-0.6	-1	-13	-0.1	-2.1	-1
CC(C)(C)c1ccc(S(=O)(=O)N2CCC(CO)(CC3CCCCO3)CC2)cc1 (configuration not stated)	2	0.2	2.1	-1.2	-1	1.0	6	-3	-1.5	-0.8	-2
N/C(Cc1ccc([N+](=O)[O-])cc1)=N\OC(=O)CC1CCCCC1	4	-1.9	-3.5	-1.0	2	0.5	-2	8	-0.3	0.8	-3
O=C(CSc1ccc2nnc(-c3cccnc3)n2n1)Nc1ccccc1	2	3.0	-1.1	-0.6	-2	-0.8	-2	5	-0.6	-1.7	-2
CC(C)NC(=O)CSc1nc(N)c(NC(=O)c2ccccc2F)c(=O)[nH]1	4	1.0	0.9	-0.9	-1	0.4	0	11	-0.1	-0.5	-2
CCCn1c(N)c(N(CCOC)C(=O)c2ccc(N(C)S(=O)(=O)c3ccc(C)cc3)cc2)c(=O)[nH]c1=O	-7	1.3	0.9	-1.4	0	-0.7	2	2	0.6	0.4	-1
O=C(Nc1ccc(S(=O)(=O)N2CCCC2)cc1)C1CC(=O)N(CCc2ccc(F)cc2)C1 (configuration not stated)	-9	-2.4	-0.5	-1.6	-2	0.7	-5	-14	-2.1	0.9	-1
O=C(Nc1ccc2c3c(cccc13)CC2)c1ccccc1	2	0.5	3.2	-1.1	2	0.6	2	3	1.0	2.0	0
CCN(CC)c1ccc(CN(C(=O)c2cccs2)C2CCS(=O)(=O)C2)cc1 (configuration not stated)	-19	3.0	-0.3	-1.1	-3	0.6	2	12	-1.6	-2.9	-1

From PubChem
